GlmU inhibition: inhibition of mycobacterial GlmU enzyme – biochemical, glucosamine-1-phosphate acetyltransferase (AID 1376) | M. tuberculosis GlmU acetyltransferase enzyme assay; higher % means a stronger effect | inhibition, %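 (tested at 30 µM in the primary screen)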, or IC50 in µM where a hit was titrated | actives 0.25% (n = 220,000); in the data active = inhibition above about 13%;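 also: 0% = complete reaction with vehicle and 100% = reaction without substrate; strong numbers were not always called active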
Mtb RmlCD inh: M. tuberculosis RmlC/RmlD coupled enzyme inhibitors, primary screen, biochemical, compound mixtures, 384-well, from 1536-well plates | dTDP-4-dehydrorhamnose reductase (Mycobacterium tuberculosis (strain ATCC 25618 / H37Rv)) … | RmlC+RmlD coupled enzyme assay, percent inhibition; primary screen in compound mixtures | inhibition, % at 3.6 µM | actives 0.03% (n = 160,000) | AID 1533, 2009; in the data active = inhibition mostly above about 34%, no sharp cut-off; also: some results filed as inactive read as strong as hits
Target sequence (P9WH09 whole entry, looked up): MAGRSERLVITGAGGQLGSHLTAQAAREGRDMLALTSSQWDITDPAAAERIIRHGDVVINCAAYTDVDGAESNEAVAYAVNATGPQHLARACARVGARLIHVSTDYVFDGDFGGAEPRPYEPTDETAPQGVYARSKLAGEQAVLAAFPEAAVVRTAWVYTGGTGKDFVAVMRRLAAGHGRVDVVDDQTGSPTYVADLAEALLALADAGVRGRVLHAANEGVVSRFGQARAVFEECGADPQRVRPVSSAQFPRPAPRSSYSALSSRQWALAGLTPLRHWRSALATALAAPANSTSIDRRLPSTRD
Target sequence (P9WH11 whole entry, looked up): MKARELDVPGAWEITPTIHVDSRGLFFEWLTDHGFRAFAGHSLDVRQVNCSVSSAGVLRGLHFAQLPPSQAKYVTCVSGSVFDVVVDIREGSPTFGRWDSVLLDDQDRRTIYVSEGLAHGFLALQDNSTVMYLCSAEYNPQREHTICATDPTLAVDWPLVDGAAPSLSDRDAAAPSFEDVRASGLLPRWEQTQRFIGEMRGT
Starred values were filed as active, the others as inactive; · = not tested or not shown. These rows are one share of the data; count on the stated rates, not on these rows.

The line under a structure holds: GlmU inhibition | Mtb RmlCD inh
CCN(CC(=O)NCc1ccc(Cl)cc1)S(=O)(=O)c1ccc(NC(C)=O)cc1
    -2.5% | 8
COc1cccc(N2CCN(C(=O)c3c(C)nn(-c4ccccc4)c3C)CC2)c1
    4.2% | -7
CCc1ccc2c(c1)c(N=NC1=NC(=O)CS1)c(O)n2CC
    1.1% | 8
CCCOc1ccc(C2C(C(=O)c3ccco3)=C(O)C(=O)N2CCN2CCOCC2)cc1OC (stereo not drawn)
    · | -8
COc1ccc(CCN=C(N)NS(=O)(=O)c2ccc(F)cc2)cc1
    -3.0% | ·
COCCn1c(SCc2nc3sc(C(=O)OC)c(C)c3c(=O)[nH]2)nc2ccccc21
    4.7% | ·
Cc1nc2ccccc2n1CC(O)COCC1CC=CCC1 (stereo not drawn)
    3.0% | ·
CCc1ccc(C(=O)COC(=O)c2ccc(-c3nnc(-c4ccccc4)o3)cc2)cc1
    -2.7% | 5
COc1cc(OC)cc(C(=O)N2CCN(C3CCN(Cc4ccccc4)CC3)CC2)c1
    -1.9% | ·
CCOC(=O)C1=C(C)N(CCCC(=O)O)C(=O)NC1c1cccs1 (stereo not drawn)
    -2.4% | ·
O=C(O)C1Cc2ccccc2CN1C(=O)CSc1nnc2ccccn12 (stereo not drawn)
    -0.9% | -14
COc1ccc(N2CCN(C(=O)/C=C/c3ccco3)CC2)cc1
    -2.6% | -1
Cc1sc(-c2ccccn2)nc1OC(=O)c1ccc(Cl)c(Cl)c1
    1.1% | 3
CC1Oc2ccccc2C=C1/C=C1/SC(N2CCOCC2)=NC1=O (stereo not drawn)
    4.2% | 0
COc1cccc2c3c(c(C)nc12)CC(C)O3 (stereo not drawn)
    -0.8% | ·
CCCCN(C(=S)Nc1cccc(C)c1C)c1c(N)n(CCC)c(=O)[nH]c1=O
    1.9% | -16
Fc1cnc(N/N=C/c2ccc(-c3ccc(Br)cc3)o2)nc1N1CCOCC1
    9.1% | 0
CCC(CC)C(=O)c1c[nH]c(C(=O)NCCc2ccccn2)c1
    -7.1% | -12
Cc1ccc(Cn2cc(SCC(=O)Nc3nccs3)c3ccccc32)cc1
    -6.0% | 7
CCn1c(N2CCN(C(=O)C34CC5CC(CC(C5)C3)C4)CC2)nc2ccccc21
    5.9% | 13

Among those listed so far, 2 have a Cl atom.
The line under a structure holds: GlmU inhibition | Mtb RmlCD inh
CCN(CC(=O)NCc1ccc(Cl)cc1)S(=O)(=O)c1ccc(NC(C)=O)cc1
    -2.5% | 8
Cc1sc(-c2ccccn2)nc1OC(=O)c1ccc(Cl)c(Cl)c1
    1.1% | 3

Later entries.
The line under a structure holds: GlmU inhibition | Mtb RmlCD inh
CC(C)c1cc(-c2cc(-c3ccccc3)on2)nc(NC2CCCC2)n1
    0.4% | 1
N=C1CCCN1CC(=O)c1cccs1
    -2.6% | -12
O=C(Nc1cccc(C(F)(F)F)c1)c1cccnc1N1CCOCC1
    -3.9% | 0
CCOCCCNC(=O)C(NC(=O)c1cnccn1)c1ccc(C)cc1 (stereo not drawn)
    -4.4% | -3
CCOC(=O)/C(=N\Nc1ccc(OC)cc1)c1csc(Nc2ccccc2)n1
    0.3% | -8
CCCCN(C(=O)Cn1nnc2ccccc21)C(C(=O)NCCOC)c1cccs1 (stereo not drawn)
    3.8% | ·
COC(=O)c1ccc(NC(=O)COc2ccc([N+](=O)[O-])cc2)cc1
    -2.1% | 46
CN1C(=O)c2cccc(NC(=O)Cc3ccccc3)c2C1=O
    -0.1% | 32
O=C(Nc1ccc(Br)cc1)c1csc(-c2ccncc2)n1
    0.4% | 5
Cc1nc(Oc2ccccc2)c2oc3ccccc3c2n1
    6.4% | 5
COc1ccc(C(C)=O)cc1COC(=O)c1cccnc1SC
    2.8% | 6
CCOC(=O)C1CCCN(C(=O)c2ccc3c(c2)NC(=O)C(N2CCOCC2)S3)C1 (stereo not drawn)
    1.9% | ·
O=C(c1ccc(Cl)cc1)N1C2C=CC(C2)C1(C(F)(F)F)C(F)(F)F (stereo not drawn)
    1.0% | ·
CCCCCCOC(=O)CCc1c(C)nc(N)[nH]c1=O
    1.4% | -6
CC(C)(C)C(=O)Nc1ncccc1C(O)c1cccc(C(F)(F)F)c1 (stereo not drawn)
    2.0% | 1
C=CCNC(=O)c1c(CSc2ccccc2)noc1C(=O)NCc1ccccc1
    -1.3% | -8
CCCCN(Cc1cc2ccccc2[nH]c1=O)S(C)(=O)=O
    3.4% | ·
Cc1cc(NC(=O)C2CC2)ncc1NC(=O)C12CC3CC(CC(C3)C1)C2
    8.7% | 10
OCCNCCOc1ccccc1F
    0.8% | -5
CC(=O)NS(=O)(=O)c1ccc(NC(=O)CC(C)c2ccccc2)cc1 (stereo not drawn)
    -1.0% | 14
N#Cc1ccsc1NC(=O)CN1CCN(c2ccccc2O)CC1
    -4.5% | 4
Cc1ccc(NC(=O)CNC(=O)c2ccccc2F)cc1Cl
    12% | -9
O=c1n(Cc2ccccc2Cl)nc2n1-c1ccccc1SC2
    8.5% | 8
CC1CCN(c2nc(Cl)nc(Nc3ccc([N+](=O)[O-])cc3)n2)CC1
    2.1% | ·
C[C@H](NC(=O)c1nc[nH]c1C(=O)NC1CCN(C(=O)OC(C)(C)C)CC1)C(=O)OCc1ccccc1
    -0.9% | ·
O=C(COc1ccc([N+](=O)[O-])cc1)Nn1cnnc1
    -5.4% | 5
CC(C)(C)n1ncc2c(=O)n(CC(=O)N3CCCc4ccccc43)cnc21
    -4.1% | -6
O=C(c1ccc2c(c1)OCO2)C1CCCN(Cc2cn[nH]c2-c2cccc(F)c2)C1 (stereo not drawn)
    5.8% | -9
CCOC(=O)c1cc(C#N)c(Oc2ccccc2OC)nc1-c1ccccc1
    1.3% | ·
Cc1cccc(N(C(=O)CNC(=O)c2ccco2)C(C(=O)NC2CCCC2)c2cccnc2)c1 (stereo not drawn)
    1.4% | ·
CCN(CC)C(=O)c1ccc(-c2cccs2)s1
    -1.3% | 10
CCc1ccc2[nH]c(=O)c(CN(Cc3ccco3)S(=O)(=O)c3ccc4c(c3)OCCO4)cc2c1
    -0.7% | 18
Cc1cccc(N(CC(=O)NCc2ccc3c(c2)OCO3)C(=O)CCC(=O)Nc2ccccn2)c1C
    -0.7% | -14
Cc1nn(-c2ccccc2)c(N2CCCC2)c1/C=N/O
    0.5% | 4
CCOc1ccc(C(=O)NCC(=O)OCc2cc([N+](=O)[O-])cc3c2OCOC3)cc1OCC
    7.6% | -11
Cc1ccc(S(=O)(=O)N(C)C)cc1NC(=O)COC(=O)Cc1ccc(Br)cc1
    -4.3% | ·
O=C(NCCCCCNC(=O)c1ccco1)c1ccco1
    -0.5% | 0
CCOC(=O)c1cnc(SCC(=O)c2ccc(Cl)cc2)nc1N
    5.7% | ·
COc1cc(NC2c3ccccc3C(=O)N2Cc2ccc3c(c2)OCO3)cc(OC)c1 (stereo not drawn)
    0.7% | -4
CCOC(=O)c1nc(C)sc1-c1ccnn1S(=O)(=O)c1ccc(C)cc1
    -2.1% | -10
Cc1ccc(NS(=O)(=O)c2cc(OCC(N)=O)c(C)cc2Cl)cc1
    1.8% | 30
CCOc1ccccc1Nc1nc2ccccc2n1C(C)C
    -0.5% | -9
CC(C)CNC(=O)COC(=O)c1cc(Cl)cc(Cl)c1N
    5.5% | ·
Cc1cc(Br)ccc1NC(=O)CNC(=O)Cn1ncc(Cl)c(Cl)c1=O
    3.0% | ·
O=C(CSc1ccc(Cl)cc1)N1CCN(c2ncc(C(F)(F)F)cc2Cl)CC1
    2.9% | -4
O=C(O)CCCNC(=O)CC1S/C(=N/N=C/c2ccccc2O)NC1=O (stereo not drawn)
    1.4% | -6
Cc1cc(N2CCN(S(=O)(=O)c3ccc(C)c(C)c3)CC2)c2ccccc2n1
    -1.8% | ·
COC(=O)CSc1nnc(-c2ccc(S(=O)(=O)N3CCC(C)CC3)cc2)o1
    5.1% | -11
Cc1ccc(C(C(=O)NC2CCCC2)N(Cc2cccnc2)C(=O)c2snc(C(N)=O)c2N)o1 (stereo not drawn)
    -2.0% | 6
Cn1c(-c2ccc(Cl)cc2)ccc(C#N)c1=O
    3.8% | -6
COc1ccc(CC(=O)NNC(=O)c2ccncc2)cc1
    -4.5% | -6
O=C(Cc1ccc(F)cc1)c1ccc(O)cc1O
    2.2% | ·
CCN(CC(=O)NC(C)(C)C)C(=O)C(c1ccccc1)c1ccccc1
    -0.9% | 8
CC(C)C(CCNC(=O)CN1C(=O)c2ccccc2C1=O)c1ccco1 (stereo not drawn)
    -0.5% | 5
Cc1c(C(c2ccc(O)cc2)c2c(O)c3ccccc3oc2=O)c(=O)n(-c2ccccc2)n1C (stereo not drawn)
    11% | -5
Cc1ccsc1C(=O)C1CCCN(Cc2cnc(N)nc2)C1 (stereo not drawn)
    -4.1% | ·
O=C(NCc1ccc(Cl)cc1)C1CCN(S(=O)(=O)c2ccc(F)cc2)CC1
    -4.5% | -1
Cc1ccc(-c2csc3nc(C)n(-n4c(C)ccc4C)c(=O)c23)o1
    -4.5% | -12
O=C(NN1C(=O)C2C(c3ccccc3)C=CC(c3ccccc3)C2C1=O)c1ccncc1 (stereo not drawn)
    1.4% | 2
NC(=O)C[n+]1cccc(CNC(=O)c2ccc(OC(F)F)cc2)c1
    2.0% | 5

The final 7 compounds of the section before are carried over, then new ones follow:
The line under a structure holds: GlmU inhibition | Mtb RmlCD inh
CC(C)C(CCNC(=O)CN1C(=O)c2ccccc2C1=O)c1ccco1 (stereo not drawn)
    -0.5% | 5
Cc1c(C(c2ccc(O)cc2)c2c(O)c3ccccc3oc2=O)c(=O)n(-c2ccccc2)n1C (stereo not drawn)
    11% | -5
Cc1ccsc1C(=O)C1CCCN(Cc2cnc(N)nc2)C1 (stereo not drawn)
    -4.1% | ·
O=C(NCc1ccc(Cl)cc1)C1CCN(S(=O)(=O)c2ccc(F)cc2)CC1
    -4.5% | -1
Cc1ccc(-c2csc3nc(C)n(-n4c(C)ccc4C)c(=O)c23)o1
    -4.5% | -12
O=C(NN1C(=O)C2C(c3ccccc3)C=CC(c3ccccc3)C2C1=O)c1ccncc1 (stereo not drawn)
    1.4% | 2
NC(=O)C[n+]1cccc(CNC(=O)c2ccc(OC(F)F)cc2)c1
    2.0% | 5
COC(=O)c1cccnc1-n1c(=O)c2cccnc2n(CC(=O)Nc2ccc(Br)cc2)c1=O
    2.7% | -15
COCn1c(-c2ccccc2)nc2ccccc21
    1.6% | 20
S=C1NC2=C(CCC/C2=C\c2ccc(Cl)cc2)C(c2ccc(Cl)cc2)N1 (stereo not drawn)
    -4.3% | 8
COc1ccc(/C(N)=N/OC(=O)Cc2ccc(C)cc2)cc1OC
    -2.0% | -9
COc1ccccc1CC(=O)Nc1ccc2c(c1)CCC2
    -2.5% | 12
CCCN(CC#CCOc1ccc(OC)cc1)CCC
    -1.8% | -3
CN(C)C(=O)c1nc2ccccc2s1
    -4.5% | -6
CCO/N=C/c1ccc(OC)c(Oc2nc(OC)cc(OC)n2)c1
    0.5% | 52
COc1ccc(OC)c(CNn2c(-c3cccc(C)c3)nc3ccccc3c2=O)c1
    1.7% | ·
O=C(CN(C(=O)Cn1nnc(-c2ccc(F)cc2)n1)C1CCCC1)NC1CCCC1
    -0.6% | ·
CCC(C)(C)NC(=S)Nc1ccc(-c2nc3ccc(C)cc3s2)cc1
    1.1% | 3
CC1=C(C#N)C(Nc2cc(C)ccn2)(C(F)(F)F)C(=O)N1 (stereo not drawn)
    -5.5% | -1
CSCCC(N=Cc1c(O)n(-c2ccc(F)cc2)c(=O)[nH]c1=O)C(=O)O (stereo not drawn)
    1.5% | ·
O=Cc1ccc(O)c(O)c1
    5.4% | ·
CC1C/C(=N\NC(=S)NCc2ccccc2)CC(C)(C)C1 (stereo not drawn)
    -5.5% | ·
CCOC(=O)CNc1c(-c2ccccc2)nc2ccc(Cl)cn12
    3.0% | ·
CCOc1ccc(Cc2onc3c2C(=O)CCC3)cc1OCC
    -3.6% | 6
C/C(=N\NC(=O)CC#N)c1cc2ccc(O)cc2oc1=O
    1.5% | ·
Cn1c(=O)c2c(nc(SCC(=O)N3CCc4ccccc4C3)n2C)n(C)c1=O
    2.6% | 78
O=C(NNC(=O)C1CCN(S(=O)(=O)c2cccc(Cl)c2)CC1)C1CC1
    4.1% | 6
Cc1cc(Oc2nnnn2-c2ccccc2)ccc1Cl
    -4.2% | 6
CCS(=O)(=O)N1CCN(c2cccc(C)c2C)CC1
    -1.9% | ·
O=C(Nc1ccon1)c1cc2c(s1)CCCC2
    -2.1% | 7
CCn1ncc(/C=N/NC(=O)c2ccc3c(c2)OCO3)c1C
    -1.2% | ·
Nc1nc(SCc2ccccc2Cl)n[nH]1
    6.1% | 11
CCCn1c(N)cc(=O)n(C)c1=O
    1.9% | -16
COc1cc(OC)cc(C(=O)N[C@H](C(=O)OCC(=O)Nc2sccc2C#N)C(C)C)c1
    1.8% | ·
COc1cscc1C(=O)O
    4.1% | 70
CCn1c(SCC(=O)NCCc2ccccc2)nnc1C(C)C
    1.5% | -12
CCCCCn1c(SC(C)C(C)=O)nc2c1c(=O)[nH]c(=O)n2C (stereo not drawn)
    -4.0% | 19
CCCc1c(CC)c(=N)c2ccccc2n1C
    -5.8% | -4
O=C1c2ccccc2S(=O)(=O)N1CC1CC(c2ccc(Cl)cc2)=NO1 (stereo not drawn)
    3.5% | ·
COC(=O)C1=C(c2ccc(S(C)(=O)=O)cc2)C[C@@H]2CC[C@H]1N2C(=O)N1CCCCC1
    2.7% | ·
CC(=O)c1ccc(NC(=S)Nc2ccc(Br)c(Cl)c2)cc1
    -1.0% | -7

Screening results from PubChem.
